# Source: PubChem
# Pf apPOL block = Pf-apPOL inhibitors, biochemical, fluorescence; Plasmodium falciparum apicoplast DNA polymerase (apPOL); Recombinant Pf-apPOL, molecular beacon fluorescence, 1.5 h; inhibition, % at 10 µM; hit rate 0.25% among 210,000; AID 1794808, 2022
# mHTT-CaM PPI inh = mutant huntingtin-calmodulin interaction inhibitors – biochemical, AlphaScreen, primary screen; inhibition, % at 15 µM; hit rate 3.6% among 190,000; AlphaScreen His-mHTT/GST-CaM binding, luminescence; P42858;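 further: 0% = both proteins with DMSO and 100% = one protein alone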
# Target sequence (P42858 whole entry, looked up, stated change not applied): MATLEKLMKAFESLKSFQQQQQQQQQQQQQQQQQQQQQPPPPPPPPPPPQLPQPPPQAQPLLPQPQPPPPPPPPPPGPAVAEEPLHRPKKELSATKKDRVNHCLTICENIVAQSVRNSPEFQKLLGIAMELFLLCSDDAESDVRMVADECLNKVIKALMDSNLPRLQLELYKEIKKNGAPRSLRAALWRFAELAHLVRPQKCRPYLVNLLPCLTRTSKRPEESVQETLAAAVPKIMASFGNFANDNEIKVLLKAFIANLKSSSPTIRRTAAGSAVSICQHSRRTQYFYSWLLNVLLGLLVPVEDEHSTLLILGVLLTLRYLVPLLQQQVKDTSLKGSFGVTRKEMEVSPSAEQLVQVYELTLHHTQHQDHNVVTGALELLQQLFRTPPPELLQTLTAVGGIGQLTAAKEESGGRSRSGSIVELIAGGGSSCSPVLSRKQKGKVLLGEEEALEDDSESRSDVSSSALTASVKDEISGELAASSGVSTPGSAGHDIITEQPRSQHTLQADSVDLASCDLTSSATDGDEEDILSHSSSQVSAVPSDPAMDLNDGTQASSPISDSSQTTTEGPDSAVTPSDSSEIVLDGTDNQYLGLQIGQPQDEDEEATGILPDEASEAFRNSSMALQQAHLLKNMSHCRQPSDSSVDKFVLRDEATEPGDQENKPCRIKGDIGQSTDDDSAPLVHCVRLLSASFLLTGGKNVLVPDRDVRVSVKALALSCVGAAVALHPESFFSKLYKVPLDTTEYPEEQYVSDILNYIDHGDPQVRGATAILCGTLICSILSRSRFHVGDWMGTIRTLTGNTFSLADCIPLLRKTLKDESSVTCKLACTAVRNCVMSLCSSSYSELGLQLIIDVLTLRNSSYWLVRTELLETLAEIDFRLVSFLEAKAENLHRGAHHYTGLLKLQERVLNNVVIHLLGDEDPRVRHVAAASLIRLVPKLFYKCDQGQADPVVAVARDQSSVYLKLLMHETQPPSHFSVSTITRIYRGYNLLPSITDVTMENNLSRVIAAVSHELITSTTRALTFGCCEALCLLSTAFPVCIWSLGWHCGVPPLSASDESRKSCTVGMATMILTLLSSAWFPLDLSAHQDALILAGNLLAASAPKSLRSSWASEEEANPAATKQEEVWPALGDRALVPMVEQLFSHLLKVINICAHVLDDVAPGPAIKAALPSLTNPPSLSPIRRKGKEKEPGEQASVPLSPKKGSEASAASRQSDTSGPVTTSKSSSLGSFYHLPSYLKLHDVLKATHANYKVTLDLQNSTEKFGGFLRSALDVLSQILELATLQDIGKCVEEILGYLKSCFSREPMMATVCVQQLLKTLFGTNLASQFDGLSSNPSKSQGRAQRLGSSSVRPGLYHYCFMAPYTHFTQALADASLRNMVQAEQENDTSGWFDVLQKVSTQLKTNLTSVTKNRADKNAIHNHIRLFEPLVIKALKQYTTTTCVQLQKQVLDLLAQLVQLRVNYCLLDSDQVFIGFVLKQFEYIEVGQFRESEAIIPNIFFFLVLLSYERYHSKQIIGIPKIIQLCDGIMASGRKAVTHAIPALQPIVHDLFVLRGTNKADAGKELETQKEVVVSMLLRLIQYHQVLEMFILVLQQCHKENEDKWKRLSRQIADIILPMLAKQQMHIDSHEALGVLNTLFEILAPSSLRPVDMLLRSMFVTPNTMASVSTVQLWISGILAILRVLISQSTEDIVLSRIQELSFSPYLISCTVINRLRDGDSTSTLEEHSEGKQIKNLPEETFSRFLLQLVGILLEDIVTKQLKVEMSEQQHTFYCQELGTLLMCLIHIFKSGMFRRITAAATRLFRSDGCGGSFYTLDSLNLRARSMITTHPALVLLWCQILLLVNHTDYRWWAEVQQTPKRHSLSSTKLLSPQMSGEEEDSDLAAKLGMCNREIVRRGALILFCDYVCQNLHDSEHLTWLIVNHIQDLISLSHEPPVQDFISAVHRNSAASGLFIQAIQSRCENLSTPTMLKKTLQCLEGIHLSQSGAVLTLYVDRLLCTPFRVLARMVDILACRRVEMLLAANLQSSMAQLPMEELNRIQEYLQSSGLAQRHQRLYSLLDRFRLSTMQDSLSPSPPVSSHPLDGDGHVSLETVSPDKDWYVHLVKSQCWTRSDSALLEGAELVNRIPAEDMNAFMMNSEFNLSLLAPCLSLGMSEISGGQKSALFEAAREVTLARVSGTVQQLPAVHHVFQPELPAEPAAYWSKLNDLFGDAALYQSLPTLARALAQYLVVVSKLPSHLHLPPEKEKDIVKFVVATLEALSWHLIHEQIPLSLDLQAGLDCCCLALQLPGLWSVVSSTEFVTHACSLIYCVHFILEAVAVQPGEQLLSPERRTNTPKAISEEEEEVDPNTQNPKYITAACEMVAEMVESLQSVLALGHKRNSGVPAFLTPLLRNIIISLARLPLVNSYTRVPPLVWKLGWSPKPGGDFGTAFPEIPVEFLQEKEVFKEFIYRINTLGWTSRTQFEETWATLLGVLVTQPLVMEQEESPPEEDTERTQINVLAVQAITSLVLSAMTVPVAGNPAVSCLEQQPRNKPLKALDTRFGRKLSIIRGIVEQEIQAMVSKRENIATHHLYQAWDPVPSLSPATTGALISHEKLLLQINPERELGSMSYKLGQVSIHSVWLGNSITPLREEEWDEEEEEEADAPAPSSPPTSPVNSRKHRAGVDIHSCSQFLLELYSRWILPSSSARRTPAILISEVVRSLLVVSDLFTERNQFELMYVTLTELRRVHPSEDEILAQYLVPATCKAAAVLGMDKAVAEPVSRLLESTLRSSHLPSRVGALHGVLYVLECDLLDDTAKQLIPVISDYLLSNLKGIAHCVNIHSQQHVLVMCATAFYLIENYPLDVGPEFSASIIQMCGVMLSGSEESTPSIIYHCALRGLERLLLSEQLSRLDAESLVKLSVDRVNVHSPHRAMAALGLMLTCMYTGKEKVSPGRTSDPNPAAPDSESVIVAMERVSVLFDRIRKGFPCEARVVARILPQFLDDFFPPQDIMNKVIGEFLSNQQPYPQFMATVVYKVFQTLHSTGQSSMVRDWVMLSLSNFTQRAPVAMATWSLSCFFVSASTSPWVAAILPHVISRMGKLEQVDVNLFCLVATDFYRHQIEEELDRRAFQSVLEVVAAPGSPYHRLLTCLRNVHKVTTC
# Numbers without * were called inactive; . = no result given; & = joins results of further samples. No stated cut-off is given here; in the data, active means inhibition above about 50%; inactive means the rest. These rows are one share of the data; count on the stated rates, not on these rows.
# The first 21 compounds, ahead of the listing:
SMILES,Pf apPOL block,mHTT-CaM PPI inh
COC(=O)c1ccc2nsnc2c1,-5.3,.
COc1cc(C=O)ccc1OCCCOc1ccccc1Br,-1.8,-36.1
Cc1ncsc1CN1CCC(c2nncn2-c2ccccc2)CC1,-0.8,0.5
O=C(NCc1cc(-c2ccco2)on1)c1ccc(-n2cccc2)cc1,4.2,2.8
CC(=O)Nc1c(O)nc(SCc2ccc(Br)cc2)[nH]c1=O,3.8,0.0
COc1cc(Cl)c(/C=C2/SC(=Nc3cccc(C(=O)O)c3)N(C)C2=O)cc1OC,-5.8,0.0
Cc1nn(Cc2ccc(F)cc2)c(C)c1NC(=O)CCCn1nc([N+](=O)[O-])c(Cl)c1C,4.7,12.0
O=C(Nc1cnc(-c2cccc(Cl)c2)nc1)c1ccccc1,-2.2,-4.8
CN(C)CCSc1nc(O)c(-c2ccccc2)c(=O)[nH]1,-5.0,-5.9
O=C(CSc1nncn1-c1ccc(C(F)(F)F)cc1)c1cc2ccccc2o1,-2.4,.
COc1ccccc1/C=C1\C(=O)Nc2ccc(F)cc21,2.1,30.0
COc1ccccc1OCCn1cc(/C=C(\C#N)C(=O)Nc2ccccc2)c2ccccc21,3.9,5.0
Cc1ccc(C)c(S(=O)(=O)Nc2ccc(C(=O)Nc3ccccc3F)cc2)c1,-0.7,-6.4
COc1cc(OC)cc(N2C=C(C#N)S(=O)(=O)c3c(F)cccc32)c1,-0.3,-5.2
O=C(Nc1ccc(-c2nc3ncccc3o2)cc1)c1cc(Cl)ccc1Cl,-3.1,0.0
CC1(C)CC(=O)C2=C(C1)OC1=C(C(=O)CC(C)(C)C1)C2c1nc(-c2ccccc2)n2ccccc12,-1.5,-2.5
COCCCNC(=O)C1CCN(c2cc(C)c3cc(NC(C)=O)ccc3n2)CC1,3.4,-1.1
CC(=O)NC1C(Oc2ccc(C(C)(C)C)cc2)OC2COC(c3ccco3)OC2C1O (centres undefined),-3.0,29.7
Cc1noc(COC2CCN(C(=O)c3c[nH]c4ccccc34)CC2)n1,-3.2,2.5
Cc1c(C)c(C(=O)NCc2cccnc2)n(Cc2ccc(F)cc2)c1C,-3.8,17.0
COCCc1nc(C2CCN(Cc3sccc3C)CC2)n[nH]1,-6.9,-8.1

# Results, repeating the preview:
SMILES,Pf apPOL block,mHTT-CaM PPI inh
COC(=O)c1ccc2nsnc2c1,-5.3,.
COc1cc(C=O)ccc1OCCCOc1ccccc1Br,-1.8,-36.1
Cc1ncsc1CN1CCC(c2nncn2-c2ccccc2)CC1,-0.8,0.5
O=C(NCc1cc(-c2ccco2)on1)c1ccc(-n2cccc2)cc1,4.2,2.8
CC(=O)Nc1c(O)nc(SCc2ccc(Br)cc2)[nH]c1=O,3.8,0.0
COc1cc(Cl)c(/C=C2/SC(=Nc3cccc(C(=O)O)c3)N(C)C2=O)cc1OC,-5.8,0.0
Cc1nn(Cc2ccc(F)cc2)c(C)c1NC(=O)CCCn1nc([N+](=O)[O-])c(Cl)c1C,4.7,12.0
O=C(Nc1cnc(-c2cccc(Cl)c2)nc1)c1ccccc1,-2.2,-4.8
CN(C)CCSc1nc(O)c(-c2ccccc2)c(=O)[nH]1,-5.0,-5.9
O=C(CSc1nncn1-c1ccc(C(F)(F)F)cc1)c1cc2ccccc2o1,-2.4,.
COc1ccccc1/C=C1\C(=O)Nc2ccc(F)cc21,2.1,30.0
COc1ccccc1OCCn1cc(/C=C(\C#N)C(=O)Nc2ccccc2)c2ccccc21,3.9,5.0
Cc1ccc(C)c(S(=O)(=O)Nc2ccc(C(=O)Nc3ccccc3F)cc2)c1,-0.7,-6.4
COc1cc(OC)cc(N2C=C(C#N)S(=O)(=O)c3c(F)cccc32)c1,-0.3,-5.2
O=C(Nc1ccc(-c2nc3ncccc3o2)cc1)c1cc(Cl)ccc1Cl,-3.1,0.0
CC1(C)CC(=O)C2=C(C1)OC1=C(C(=O)CC(C)(C)C1)C2c1nc(-c2ccccc2)n2ccccc12,-1.5,-2.5
COCCCNC(=O)C1CCN(c2cc(C)c3cc(NC(C)=O)ccc3n2)CC1,3.4,-1.1
CC(=O)NC1C(Oc2ccc(C(C)(C)C)cc2)OC2COC(c3ccco3)OC2C1O (centres undefined),-3.0,29.7
Cc1noc(COC2CCN(C(=O)c3c[nH]c4ccccc34)CC2)n1,-3.2,2.5
Cc1c(C)c(C(=O)NCc2cccnc2)n(Cc2ccc(F)cc2)c1C,-3.8,17.0
COCCc1nc(C2CCN(Cc3sccc3C)CC2)n[nH]1,-6.9,-8.1
COc1ccc(NC(=O)C2=C(C)Nc3ncnn3C2c2cccc(OC)c2OC)cc1 (centres undefined),-4.0,0.0
O=c1cc[nH]c2cc(N3CCOCC3)c(F)cc12,80.3*,-5.1
Cc1ccc(CNC(=O)c2ccc(N3CCNC(c4ccccc4)C3)nc2)cc1 (centres undefined),-9.8,30.4
COC(C(=O)Nc1ccc(C(C)=O)cc1)c1ccccc1 (centres undefined),-1.9,-1.7
CC1CCCCC1NC(=O)c1ccc([N+](=O)[O-])cc1 (centres undefined),1.9,-2.1
CCOc1ccc(NS(=O)(=O)c2ccc(Cl)cc2)cc1,0.9,-13.0
FC(F)(F)c1ccnc(SCn2c(=S)sc3ccccc32)n1,-3.3,.
C=C(C)COc1ccc2oc(-c3ccccc3)c(C(=O)OCC)c2c1,-1.9,-103.3
O=C(c1ccccc1Cl)N1CCSCC1,-9.1,.
CCOc1ccc(S(=O)(=O)N2CCC(N3CCCCC3)CC2)c2cccnc12,-8.8,7.0
Cc1cccc(-n2ccnc2SCC(=O)Nc2cc(C(F)(F)F)ccc2Cl)c1,-8.4,3.0
CCOc1cccc2cc(C(=O)Nc3nccs3)c(=Nc3cccc(Br)c3)oc12,-0.7,0.0
N#CC1=CN(c2ccc(Cl)c(C(F)(F)F)c2)c2ccccc2S1(=O)=O,-0.2,-4.5
N#Cc1cccc(-c2cn3c(n2)N(C(=O)c2ccccc2F)CCC3)c1,-1.3,19.9
C=CCN(CC=C)C(=O)COc1ccccc1,-4.3,3.9
COc1cccc(C2C3=C(Nc4ncnn42)c2ccccc2OC3c2ccc(Cl)cc2)c1 (centres undefined),-4.0,12.0
COc1ccc(CCNC(=O)C(=O)NCC2COC3(CCCC3)O2)cc1OC (centres undefined),2.4,-0.8
COc1cc(OC)cc(C(=O)Nc2ccc(S(=O)(=O)Nc3nccnc3OC)cc2)c1,1.0,9.0
Cc1ccc(NC(=O)NC2CCN(c3ccc(C)cc3)C2=O)cc1 (centres undefined),2.2,-2.0
CCn1c(C2CCN(Cc3ccc(F)cc3)C2)nc2cccnc21 (centres undefined),-8.4,11.7
O=C(c1cn(-c2cc(N3CCSCC3)ncn2)cn1)N1CCC(Cc2ccccc2)CC1,-2.5,29.6
Cc1cc([N+](=O)[O-])ccc1NC(=O)c1c(-c2ccccc2)noc1C,-1.9,-7.7
O=C(c1cc2ccccc2[nH]1)N1CCC(c2noc(-c3ccccc3)n2)CC1,2.8,-5.2
O=C1OC(c2ccc(Cl)cc2)=C/C1=C\c1ccc(Br)o1,4.4,5.0
COc1ccc(NC(=O)C2=C(C)NC(=O)NC2c2ccc(O)cc2)cc1 (centres undefined),-1.6,-4.3
O=C1N(CN2CCN(Cc3ccccc3)CC2)c2ccccc2C12OCCCO2,-8.0,-11.0
O=C(Nc1cc([N+](=O)[O-])cc2oc(-c3ccccc3)cc12)c1ccc2c(c1)OCO2,-0.6,7.0
CC(C)(C)CC(C)(C)N=C1Nc2ccc(Cl)cc2N[C@]12C[C@H]1CCCC(=O)N3CC[C@@H](C2)[C@@H]13,-2.4,72.6*
CCCCNC1CCS(=O)(=O)C1 (centres undefined),-4.3&-6.8,-5.8&-4.0
CCc1ccc2nc(NCCN3CCOCC3)sc2c1,-15.5,-20.4
O=C1C2C3CC(C(Br)C3Br)C2C(=O)N1CC1CCCO1 (centres undefined),1.3,-1.0
CN1C(=O)c2ccc(NC(=O)c3ccccc3I)cc2C1=O,-9.6,-2.3
O=C(c1ccccc1-c1ocnc1C(=O)N1CCCC1)N1CCCCC1,-3.3,-1.0
COc1ccc(/C=C/C(=O)Nc2ccc(Cl)cn2)cc1,-1.9,3.0
CN(C)S(=O)(=O)Oc1ccc(-c2noc(C3CCC3)n2)cc1,-2.9,.
Cc1ccc(NC(=O)Nc2ccc3nnc(C)n3c2)cc1F,10.0,10.1
CSC(=O)NC(=O)c1cccc(=O)o1,-0.1,.
O=C(C1CCN(c2nc3ccc(-c4cncnc4)nc3s2)CC1)N1CCOCC1,2.0,2.9
O=c1oc(-c2ccc([N+](=O)[O-])cc2Cl)nc2cc(Cl)ccc12,2.1,-6.0
# Continuation:
SMILES,Pf apPOL block,mHTT-CaM PPI inh
O=[N+]([O-])c1ccc(S(=O)(=O)NCCc2cccc(Cl)c2)cc1,3.2,6.1
COc1cccc(C(=O)NCCc2cc3c(OC)ccc(OC)c3[nH]c2=O)c1OC,-1.2,0.0
O=C(NCc1ccc(F)cc1F)C1CCN(c2nnc(-c3ccccc3)o2)CC1,-8.2,10.0
CCN1C(=O)S/C(=C\c2ccc3c(c2)OCO3)C1=O,-1.2,-4.0
COc1ccc(C2(CNC(=O)Nc3c(F)cccc3F)CCCC2)cc1,-1.5,-7.8
CSc1nc2ccc(S(=O)(=O)N3CCc4ccccc43)cc2s1,.,-8.8
COc1ccc(C(=O)NC(c2ccccc2)c2ccccc2)cc1OC,-5.7,-3.4
CCN(Cc1ccccc1)C(=O)c1ccc2ncnc(N3CCOCC3)c2c1,-5.1,-0.2
COc1ccc(SC[C@H](c2ccccc2)N2CCN(CC(C)C)CCC2=O)cc1,-2.4,8.7
O=C(CCCSc1ccc(NC(=O)c2ccco2)nn1)NCc1ccc2c(c1)OCO2,-3.5,-4.6
O=C(Nc1ccncc1)c1cc2ccccc2o1,-2.6,-4.6
Cc1nc2ccc(Cl)cc2s1,-2.3,-2.9
COc1ccc(C2C(C(C)=O)=C(O)C(=O)N2c2cccnc2)c(OC)c1 (centres undefined),-0.9,1.8
O=C(Nc1ccccc1O)c1cc(Cl)ccc1Cl,3.0,1.1
CC(=O)Nc1ccc(NC(=O)CSc2nnc(C)s2)cc1,-6.6,-0.1
CCN(CC)CC#CC(C)(C)OCCC#N,2.0,-11.6
CN1CCN(CC(O)COc2c(F)cc(Br)cc2F)CC1 (centres undefined),0.3,-7.0
O=C(NC1CC1)c1ccc(OCC2CCCN2C(=O)C2CCCC2)cc1 (centres undefined),1.5,-5.8
COc1ccc(C=C2Oc3c(ccc(O)c3CN3CCOCC3)C2=O)cc1,-11.0,0.2
COc1cccc(N(CC(=O)Nc2cccc(C(C)=O)c2)S(=O)(=O)c2ccccc2)c1,-4.0,-4.4
Cc1cc(=O)n2c(CC(=O)N3CCCC3)csc2n1,-2.6,-1.9
Cc1cccn2c(=O)c3cc(S(=O)(=O)c4ccc(Cl)cc4)c(=N)n(C4CCCC4)c3nc12,-1.6,0.0
COc1cc([N+](=O)[O-])ccc1NC(=O)c1ccc(I)cc1,-0.5,-4.4
COc1ccc(C2CC(=O)Oc3c(C(CCN4CCOCC4)c4cc(OC)c(OC)c(OC)c4)c(OC)cc(OC)c32)cc1 (centres undefined),-3.6,0.4
O=c1c(C=NCCN2CCOCC2)c(C(F)(F)F)[nH]n1-c1nc2ccccc2s1,2.8,4.0
Cc1ccc(Cl)cc1NC(=O)N1CCn2cccc2C1C(C)C (centres undefined),-11.6,4.0
Cn1c(C2CCN(S(=O)(=O)c3ccc(Cl)c(Cl)c3)CC2)cc(=O)n2nccc12,-2.9,39.7
O=C(Nc1cccc(F)c1)c1ccc(-c2ccccc2)cc1,-8.0,-5.2
COc1ccc(CN2CCN(C(=O)CC(C)C)CC2)c(OC)c1,7.5,-2.9
Cc1nc2ccc(Br)cc2c(=O)n1-c1cc(C(F)(F)F)ccc1N1CCOCC1,-2.8,.
Cn1c(=O)c([N+](=O)[O-])c(N2CCN(C(=O)c3ccccc3)CC2)c2ccccc21,-9.6,10.8
Cc1ccc(/C=C/C2=NC(=C\c3ccccc3)/C(=O)O2)cc1,-3.8,2.0
CCC(C)NC(=O)CCS(=O)(=O)Cc1cccc(Cl)c1 (centres undefined),-13.3,-7.0
O=C(Nc1cc(Br)ccc1O)C1CC(c2ccc(F)cc2)=NO1 (centres undefined),-1.0,9.0
Cc1cccc(-c2cnc(N3CCC(C(=O)NC4CCCC4)CC3)nc2)c1,1.2,-13.3
CCOc1ccc(NC(=O)C2CCN(c3cn[nH]c(=O)c3)CC2)cc1,-2.3,-2.4

# Complete entries as entered above. Order of values: Pf apPOL block | mHTT-CaM PPI inh
# `O=c1c(C=NCCN2CCOCC2)c(C(F)(F)F)[nH]n1-c1nc2ccccc2s1` in the list: 2.8 | 4.0
# `O=C(c1ccccc1Cl)N1CCSCC1` in the list: -9.1 | .
